Screening data: PubChem, several laboratories
3CLpro inhibitor: SARS-CoV 3CLpro protease inhibitors, primary screen, biochemical, quenched FRET; Replicase polyprotein 1ab (Severe acute respiratory syndrome coronavirus), P0C6X7; recombinant SARS-CoV 3CLpro, quenched FRET peptide cleavage; inhibition, % at 6 µM; 290,000 tested, 0.14% active; in the data active = inhibition above about 12%
PrPC TRFRET: inhibitors of human cell surface prion protein PrPC, primary screen, cell-based, TR-FRET; AID 720596, 2013; TR-FRET read-out; Major prion protein (Homo sapiens), P04156; inhibition, % at 13.8 µM; 370,000 tested, 0.43% active; in the data active = inhibition above about 24%; note: 0% = median of the test wells and 100% = reference compound wells
TcdB GH inh: TcdB glycohydrolase inhibitors, primary screen, biochemical, single point, plate reader; inhibition, % at 9.99 µM; 350,000 tested, 0.24% active; AID 652162, 2013; TcdB glycohydrolase enzymatic assay; in the data active = inhibition above about 10%
SSB-PriA inh: inhibitors of Klebsiella pneumoniae PriA binding to SSB C-terminal tail, primary screen, biochemical, AlphaScreen | AlphaScreen SSBct-PriA binding, biotinylated peptide | inhibition, % at 33 µM | 430,000 tested, 0.6% active | AID 1272365, 2023; in the data active = inhibition mostly above about 37%, no sharp cut-off; inactive = mostly below about 20%;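 note: plate controls were negative control peptide for no effect and reference peptide for full effect; strong numbers were not always called active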
PfHsp40 yeast: rescue of yeast from PfHsp40 toxicity, primary screen, S. cerevisiae, ATP luminescence; S. cerevisiae expressing PfHsp40, growth rescue; 340,000 tested, 0.68% active; growth rescue, % at 12.5 µM; in the data active = growth rescue above about 28%, passing the limit was not always enough; inconclusive = no clear call, values can overlap the other calls;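 note: yeast W303a lacking pdr1 and pdr3 grown in galactose medium; growth measured after three days at 30 °C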
Anthrax LF inh2: Bacillus anthracis LF protease inhibitors, primary screen, biochemical, multiplex microsphere, MLPCN library; inhibition, % at 10 µM; 360,000 tested, 0.12% active; AID 588501, 2011; Lethal factor (Bacillus anthracis), P15917; multiplex microsphere protease cleavage assay; note: plate controls were buffer without enzyme for full effect and enzyme alone for no effect
Target sequence (P15917 whole entry, looked up): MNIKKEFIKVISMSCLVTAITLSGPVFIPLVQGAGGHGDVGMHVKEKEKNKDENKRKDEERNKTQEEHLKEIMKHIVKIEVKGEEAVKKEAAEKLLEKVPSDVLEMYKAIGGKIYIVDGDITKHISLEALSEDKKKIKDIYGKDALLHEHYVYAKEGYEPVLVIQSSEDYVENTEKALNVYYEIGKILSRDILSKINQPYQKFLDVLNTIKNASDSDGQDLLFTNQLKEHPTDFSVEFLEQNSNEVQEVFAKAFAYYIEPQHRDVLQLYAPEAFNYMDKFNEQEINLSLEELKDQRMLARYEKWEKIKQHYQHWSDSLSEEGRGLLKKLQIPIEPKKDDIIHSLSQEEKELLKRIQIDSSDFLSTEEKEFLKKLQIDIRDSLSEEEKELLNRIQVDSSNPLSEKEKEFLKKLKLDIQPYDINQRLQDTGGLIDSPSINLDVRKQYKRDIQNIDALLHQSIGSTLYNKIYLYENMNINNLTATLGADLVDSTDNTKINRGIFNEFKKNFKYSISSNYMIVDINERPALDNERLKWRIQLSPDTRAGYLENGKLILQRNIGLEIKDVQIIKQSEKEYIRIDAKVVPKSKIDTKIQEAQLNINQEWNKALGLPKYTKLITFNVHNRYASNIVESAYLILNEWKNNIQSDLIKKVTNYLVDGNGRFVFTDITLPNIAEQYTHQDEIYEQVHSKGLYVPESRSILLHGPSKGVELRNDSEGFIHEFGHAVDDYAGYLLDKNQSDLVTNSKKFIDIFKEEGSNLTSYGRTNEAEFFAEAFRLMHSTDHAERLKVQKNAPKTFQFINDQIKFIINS
BoNT-A LC inh2: BoNT/A light chain protease inhibitors, primary screen, biochemical, flow cytometry, MLPCN library. Botulinum neurotoxin type A light chain protease (Clostridium botulinum A str. ATCC 3502). multiplex microsphere protease substrate cleavage. inhibition, % at 10 µM. 360,000 tested, 0.17% active. AID 588499, 2011; note: plate controls were buffer without enzyme for full effect and enzyme alone for no effect
Y pestis TopoI: Yersinia pestis topoisomerase I inhibitors, primary screen, biochemical, cleavage product accumulation, plate reader, single point; Y. pestis Topo-I cleavage product accumulation; activity, % at 10 µM; 360,000 tested, 0.064% active; AID 504884, 2011; in the data active = activity above about 50%, passing the limit was not always enough; inconclusive = no clear call, values can overlap the other calls; note: inactives centre near 2
Vc quorum ag: inducers of Vibrio cholerae quorum light production without autoinducers, primary screen, BH1578 luxS cqsA deficient, single point. V. cholerae BH1578 lux reporter, luminescence, 6 h. activation, % at 18.7 µM. AID 588436, 2011. 350,000 tested, 0.16% active; in the data active = activation mostly above about 9.7%, no sharp cut-off; inconclusive = no clear call, values can overlap the other calls; inactive = mostly below about 3.7%; note: not every result past the cut was called active; inactives centre near 0; reference of the scale not given here
The depositor's hits bear a star. Cut-off read from the data, not from the text of the source, unless noted: active = inhibition above about 30%; inconclusive = no clear call, values can overlap the other calls; inactive = below that. Not all compounds are listed; count on the stated rates, not on these rows.

`CC(C)C[C@H]1CNC(=O)C(=O)N1C[C@@H]1CCCN1C[C@H](Cc1ccc(O)cc1)N1C[C@H](Cc2ccccc2)N(CC2CCCCCC2)C(=O)C1=O` gave PrPC TRFRET -3, TcdB GH inh 1.6, Anthrax LF inh2 5 and BoNT-A LC inh2 -0.3.
For O=C(COc1ccccc1)Nc1cccc(-c2nn[nH]n2)c1 the results were 3CLpro inhibitor 7, PrPC TRFRET -2, TcdB GH inh 0.6, SSB-PriA inh -1, PfHsp40 yeast 0.6, Anthrax LF inh2 4, BoNT-A LC inh2 0.2, Y pestis TopoI -3 and Vc quorum ag inactive.
O=C(NNC(=O)c1oc2ccccc2c1-n1cccc1)c1ccco1 was read as 3CLpro inhibitor 3, PrPC TRFRET 13, TcdB GH inh 2.4, SSB-PriA inh -2, PfHsp40 yeast 1.2, Anthrax LF inh2 -2, BoNT-A LC inh2 -0.1, Y pestis TopoI -5 and Vc quorum ag 0.8.
CCOC(=O)CSc1nc(N)c(C#N)c(-c2ccc(OC)cc2)c1C#N was read as 3CLpro inhibitor 2, PrPC TRFRET 7, SSB-PriA inh -12, PfHsp40 yeast -1.4, Anthrax LF inh2 -4, BoNT-A LC inh2 -0.4, Y pestis TopoI 3 and Vc quorum ag inactive.
Screening Cc1ccccc1C(=O)N1CCC(C(=O)OCC(=O)Nc2cccc([N+](=O)[O-])c2C)CC1 returned PrPC TRFRET 6, TcdB GH inh -0.3, SSB-PriA inh -5, PfHsp40 yeast 1.1, Anthrax LF inh2 5, BoNT-A LC inh2 1.3, Y pestis TopoI 8 and Vc quorum ag -2.5.
`O=C(O)C1(c2ccccc2)CCN(S(=O)(=O)c2ccc(Cl)cc2)CC1` gave 3CLpro inhibitor 1, PrPC TRFRET -4, TcdB GH inh -0.9, SSB-PriA inh -6, PfHsp40 yeast -1.1, Anthrax LF inh2 -4, BoNT-A LC inh2 -0.3, Y pestis TopoI 0 and Vc quorum ag -1.5.
CCOC(=O)NC(=O)CSc1nnc(SCCC(=O)O)s1 was read as 3CLpro inhibitor 1, PrPC TRFRET -6, SSB-PriA inh -19, PfHsp40 yeast -0.4, Anthrax LF inh2 0, BoNT-A LC inh2 -0.9, Y pestis TopoI -3 and Vc quorum ag -1.3.
Screening COc1ccc(-c2cc(=Nc3cccc(C(=O)O)c3)c3cc(C)ccc3o2)cc1 returned 3CLpro inhibitor -2, PrPC TRFRET 4, TcdB GH inh -0.7, SSB-PriA inh 5, PfHsp40 yeast 10, Anthrax LF inh2 -1, BoNT-A LC inh2 0.6, Y pestis TopoI 18 and Vc quorum ag inactive.
Screening CN(C)CCNC(=O)c1ccccc1-c1cc2ccccc2c(=O)o1 returned 3CLpro inhibitor -4, PrPC TRFRET -7, TcdB GH inh 0.9, SSB-PriA inh 1, PfHsp40 yeast 0.5, Anthrax LF inh2 3, BoNT-A LC inh2 3.2, Y pestis TopoI 2 and Vc quorum ag -0.9.
`CSCCC(NC(N)=O)C(=O)Nc1ccc2ccccc2c1` (stereo not given) gave 3CLpro inhibitor 0, PrPC TRFRET -2, TcdB GH inh 1.3, SSB-PriA inh 1, PfHsp40 yeast 1.9, Anthrax LF inh2 -3, BoNT-A LC inh2 -0.1, Y pestis TopoI 18 and Vc quorum ag 0.4.
For O=C(NC1CCCCC1)c1cc(S(=O)(=O)N2CCN(c3ccccc3)CC2)ccc1Cl the results were PrPC TRFRET -1, TcdB GH inh 1.0, SSB-PriA inh -9, PfHsp40 yeast 0.4, Anthrax LF inh2 -3, BoNT-A LC inh2 -0.3, Y pestis TopoI 10 and Vc quorum ag 1.6.
CCOc1ccc(CN(C)C(=O)c2ccc3c(c2)NC(=O)C(C)S3)cc1OC (stereo not given) was read as PrPC TRFRET 2, TcdB GH inh 1.2, SSB-PriA inh 4, PfHsp40 yeast -0.4, Anthrax LF inh2 -1, BoNT-A LC inh2 0.9, Y pestis TopoI 21 and Vc quorum ag -0.3.
CNC(=O)c1cc(C(=O)c2ccccc2C(F)(F)F)c[nH]1 was read as 3CLpro inhibitor 0, PrPC TRFRET 0, TcdB GH inh 0.8, SSB-PriA inh -3, PfHsp40 yeast 0.1, Anthrax LF inh2 1, BoNT-A LC inh2 -0.3, Y pestis TopoI -5 and Vc quorum ag -0.9.
CN1C(=O)/C(=C/c2ccccc2OCc2ccccc2)NC1=S was read as 3CLpro inhibitor 4, PrPC TRFRET 2, SSB-PriA inh -8, PfHsp40 yeast 0.2, Anthrax LF inh2 1, BoNT-A LC inh2 4.1, Y pestis TopoI 7 and Vc quorum ag 3.8.
O=C(CCn1c(=O)c2cccn2c2cccnc21)NCCCN1CCN(c2ccc(F)cc2)CC1 was read as PrPC TRFRET -18, TcdB GH inh 1.0, Anthrax LF inh2 1, BoNT-A LC inh2 -0.3, Y pestis TopoI 5 and Vc quorum ag inactive.
For CCOC(=O)N/N=C(\C)c1cccs1 the results were 3CLpro inhibitor -3, PrPC TRFRET 2, TcdB GH inh 0.3, PfHsp40 yeast -0.3, Anthrax LF inh2 0, BoNT-A LC inh2 -3.1, Y pestis TopoI 10 and Vc quorum ag inactive.
COc1cc(C2NC(=S)NC(C)=C2C(=O)Nc2ccc(C)cc2)ccc1O (stereo not given) was read as 3CLpro inhibitor -2, PrPC TRFRET 0, TcdB GH inh 0.7, SSB-PriA inh -10, PfHsp40 yeast -2.0, Anthrax LF inh2 -4, BoNT-A LC inh2 0.6, Y pestis TopoI 0 and Vc quorum ag -0.3.
CCN1CCN(c2c(Cl)cccc2NC(=O)c2ccc3c(c2)OCCO3)CC1 was read as 3CLpro inhibitor 2, PrPC TRFRET -3, SSB-PriA inh -9, PfHsp40 yeast -0.9, Anthrax LF inh2 -1, BoNT-A LC inh2 1.1, Y pestis TopoI 6 and Vc quorum ag inactive.
For COC(=O)C1=C(C)N(Cc2ccccc2)C(=NCCc2ccccn2)N[C@H]1c1cccc(C(F)(F)F)c1 the results were PrPC TRFRET -20, TcdB GH inh -0.1, SSB-PriA inh -1, PfHsp40 yeast 21, Anthrax LF inh2 -1, BoNT-A LC inh2 -0.1, Y pestis TopoI -13 and Vc quorum ag inactive.
For CCC(C)NC(=S)N1CCN(Cc2ccccc2)CC1 (stereo not given) the results were 3CLpro inhibitor 0, PrPC TRFRET 0, TcdB GH inh 0.0, SSB-PriA inh -1, PfHsp40 yeast -1.2, Anthrax LF inh2 1, BoNT-A LC inh2 0.5, Y pestis TopoI -3 and Vc quorum ag -0.4.
`Clc1ncccc1-c1nnn(-c2ccccc2Br)n1` gave 3CLpro inhibitor 1, PrPC TRFRET -2, TcdB GH inh 1.3, SSB-PriA inh -14, PfHsp40 yeast 0.1, Anthrax LF inh2 -4, BoNT-A LC inh2 -0.4, Y pestis TopoI 9 and Vc quorum ag -0.5.
Screening COc1ccc(/C=C2/C(=O)N=C(N)N2C)cc1OC returned 3CLpro inhibitor -2, PrPC TRFRET -12, PfHsp40 yeast 3.6, Anthrax LF inh2 2, BoNT-A LC inh2 -1.0, Y pestis TopoI 3 and Vc quorum ag 17*.
For O=C(NCc1ccc(C(F)(F)F)cc1)c1ccc(-c2ccc(F)c(F)c2)c2ccoc12 the results were PrPC TRFRET -6, TcdB GH inh 0.3, Anthrax LF inh2 -8, BoNT-A LC inh2 0.0, Y pestis TopoI 11 and Vc quorum ag 0.3.
For COc1ccc(C(=O)NCCS(=O)(=O)NCc2ccco2)cc1 the results were PrPC TRFRET -1, TcdB GH inh 0.0, SSB-PriA inh -10, PfHsp40 yeast 0.1, Anthrax LF inh2 -5, BoNT-A LC inh2 1.3, Y pestis TopoI 1 and Vc quorum ag 1.4.
CC1=NN(c2ccc(Br)cc2)C(=O)/C1=C/c1cccs1 was read as 3CLpro inhibitor -2, PrPC TRFRET 3, SSB-PriA inh -12, PfHsp40 yeast -0.8, Anthrax LF inh2 -6, BoNT-A LC inh2 0.1, Y pestis TopoI -16 and Vc quorum ag -6.6.
For Cc1ccc(CNS(=O)(=O)c2ccc3c(c2)CCN3C(=O)CCCC(=O)O)cc1 the results were 3CLpro inhibitor 3, PrPC TRFRET 6, TcdB GH inh -2.3, SSB-PriA inh 2, PfHsp40 yeast 1.1, Anthrax LF inh2 0, BoNT-A LC inh2 -0.6, Y pestis TopoI 6 and Vc quorum ag inactive.
Screening C(=C\c1ccccc1)/C=N/Nc1nc2ccccc2[nH]1 returned 3CLpro inhibitor 7, PrPC TRFRET 5, TcdB GH inh 0.4, PfHsp40 yeast -0.3, Anthrax LF inh2 -1, BoNT-A LC inh2 0.2, Y pestis TopoI -26 and Vc quorum ag -0.3.
For Fc1cccc(Nc2nc3ccccc3n3nnnc23)c1 the results were 3CLpro inhibitor -2, PrPC TRFRET -8, TcdB GH inh -0.2, SSB-PriA inh -13, PfHsp40 yeast 2.3, Anthrax LF inh2 -3, BoNT-A LC inh2 -0.5, Y pestis TopoI 1 and Vc quorum ag -0.2.
For COc1ccc(NS(=O)(=O)c2cc(NC(=O)C3CCCCC3)ccc2N2CCOCC2)cc1 the results were 3CLpro inhibitor -1, PrPC TRFRET -4, TcdB GH inh 2.0, SSB-PriA inh -2, PfHsp40 yeast -1.3, Anthrax LF inh2 2, BoNT-A LC inh2 -0.2, Y pestis TopoI 9 and Vc quorum ag -0.3.
CC(OC(=O)/C=C/c1cccc(C(F)(F)F)c1)C(=O)NC1CCCCC1C (stereo not given) was read as PrPC TRFRET 5, TcdB GH inh 1.1, SSB-PriA inh -17, PfHsp40 yeast -0.4, Anthrax LF inh2 0, BoNT-A LC inh2 0.1, Y pestis TopoI 8 and Vc quorum ag inactive.

2 compounds drawn at random from the list so far, as already listed:
For COc1ccc(C(=O)NCCS(=O)(=O)NCc2ccco2)cc1 the results were PrPC TRFRET -1, TcdB GH inh 0.0, SSB-PriA inh -10, PfHsp40 yeast 0.1, Anthrax LF inh2 -5, BoNT-A LC inh2 1.3, Y pestis TopoI 1 and Vc quorum ag 1.4.
For COc1ccc(NS(=O)(=O)c2cc(NC(=O)C3CCCCC3)ccc2N2CCOCC2)cc1 the results were 3CLpro inhibitor -1, PrPC TRFRET -4, TcdB GH inh 2.0, SSB-PriA inh -2, PfHsp40 yeast -1.3, Anthrax LF inh2 2, BoNT-A LC inh2 -0.2, Y pestis TopoI 9 and Vc quorum ag -0.3.

Next section.
Screening O=C1C2CC=C(Cl)CC2C(=O)N1CCN1CCOCC1 (stereo not given) returned 3CLpro inhibitor -2, PrPC TRFRET 1, SSB-PriA inh -13, PfHsp40 yeast -1.9, Anthrax LF inh2 1, BoNT-A LC inh2 -0.3, Y pestis TopoI -4 and Vc quorum ag inactive.
Cc1cccc(NC(=O)C2CCCN(S(=O)(=O)c3cccc4nsnc34)C2)c1 (stereo not given) was read as 3CLpro inhibitor -3, PrPC TRFRET 0, TcdB GH inh 1.0, SSB-PriA inh 5, PfHsp40 yeast -2.1, Anthrax LF inh2 -3, BoNT-A LC inh2 inconclusive, Y pestis TopoI 4 and Vc quorum ag inactive.
For CN(C)c1ccc(CNc2nc(-c3ccccc3)nn2S(C)(=O)=O)cc1 the results were 3CLpro inhibitor 2, PrPC TRFRET -1, TcdB GH inh -2.4, SSB-PriA inh 18, PfHsp40 yeast -0.3, Anthrax LF inh2 -6, BoNT-A LC inh2 -1.6, Y pestis TopoI 20 and Vc quorum ag -0.8.
Screening Cc1cc(Br)c(NC(=O)CN2CCCC2)c(Br)c1 returned 3CLpro inhibitor -2, PrPC TRFRET -8, TcdB GH inh 0.8, SSB-PriA inh -7, PfHsp40 yeast 0.0, Anthrax LF inh2 8, BoNT-A LC inh2 5.7, Y pestis TopoI 0 and Vc quorum ag -0.5.
